USP1 inh – inhibitors of human USP1/UAF1 deubiquitinase; 390,000 compounds, 0.23% hits; recombinant USP1/UAF1, Ub-Rhodamine cleavage fluorescence; AID 743255; Potency, µM (titrated, usually from 57.1 µM), inactives show top-dose activity change, negative = inhibition, hits mostly inhibitors; O94782; further: potency means the concentration at half of the fitted maximal effect; on the % scale 0 is the no-effect control and ±100 the full control effect; nearly all actives have a fitted effect of over 60% in size; inactives centre near -12
Target sequence (O94782 whole entry, looked up): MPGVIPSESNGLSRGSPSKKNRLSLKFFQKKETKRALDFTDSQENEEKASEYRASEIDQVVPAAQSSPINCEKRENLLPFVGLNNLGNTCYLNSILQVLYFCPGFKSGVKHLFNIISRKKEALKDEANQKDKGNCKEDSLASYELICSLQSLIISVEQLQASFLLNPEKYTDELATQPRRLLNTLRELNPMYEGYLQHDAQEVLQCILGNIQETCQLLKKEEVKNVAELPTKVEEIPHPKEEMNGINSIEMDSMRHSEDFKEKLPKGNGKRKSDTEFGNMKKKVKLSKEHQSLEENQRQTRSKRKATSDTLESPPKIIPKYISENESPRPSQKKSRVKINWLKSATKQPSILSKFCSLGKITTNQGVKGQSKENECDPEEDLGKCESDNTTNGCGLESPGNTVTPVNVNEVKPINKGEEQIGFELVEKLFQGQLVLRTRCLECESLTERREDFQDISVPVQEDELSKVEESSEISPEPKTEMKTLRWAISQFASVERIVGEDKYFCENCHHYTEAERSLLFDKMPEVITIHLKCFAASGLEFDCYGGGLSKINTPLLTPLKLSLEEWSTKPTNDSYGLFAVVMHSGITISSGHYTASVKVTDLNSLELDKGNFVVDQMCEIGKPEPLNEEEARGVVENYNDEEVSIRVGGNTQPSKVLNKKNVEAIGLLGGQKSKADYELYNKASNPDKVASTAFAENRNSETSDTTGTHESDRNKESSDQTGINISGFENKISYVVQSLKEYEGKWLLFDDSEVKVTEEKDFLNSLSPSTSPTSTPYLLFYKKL
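Step one: compound is pinned into 1nM USP1/UAF1 in HEPES pH 7.8 buffer with TCEP. Step two: 15 min room-temperature incubation. Step three: Ub-Rho (150nM final) starts cleavage, tracked by fluorescence over six one-minute reads.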
PI4K2A block – blocks human PI4K2A kinase activity; Q9BTU6; purified PI4K2A, ADP-Glo luminescence, 1 h; hits give low values; activity change, negative = inhibition, % at 76.9 µM; 420,000 compounds, 0.13% hits; AID 1346378; in the data active means activity change below about -50%; inconclusive means mostly about -30% to -49%;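 further: -100% = wells without enzyme as full effect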
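In this quantitative HTS, ADP production by PI4K2A was quantified luminescently after 1 h at ambient temperature; 100 microM adenosine served as plate-quality control.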
rTrxR1 inhibitor – inhibitors of rat thioredoxin reductase 1 | O89049 | recombinant rTrxR1, NADPH fluorescence consumption, selenite substrate | Potency, µM (highest dose often 114 µM), for inactives: top-dose activity change, negative = inhibition, most hits filed as inhibitors | 390,000 compounds, 1% hits | AID 588453; further: potency means the concentration at half of the fitted maximal effect; on the % scale 0 is the no-effect control and ±100 the full control effect; nearly all actives have a fitted effect of over 65% in size
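Rat TrxR1 (90 nM in the dispensed reagent) was pre-reduced with 400 uM NADPH for 5 min at room temperature, then incubated with compound for 15 min. After 400 uM selenite was added, NADPH fluorescence (Ex 340/Em 450 nm) was followed for 8 min.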
mIDH1 inhibitor – blocks human mutant IDH1 R132H enzyme; O75874; IDH1-R132H enzyme, NADPH consumption, diaphorase/resazurin fluorescence; Potency, µM (titrated, usually from 76.6 µM), for inactives: top-dose activity change, negative = inhibition, most hits filed as inhibitors; 390,000 compounds, 0.093% hits; AID 602179; further: potency means the concentration at half of the fitted maximal effect; on the % scale 0 is the no-effect control and ±100 the full control effect; nearly all actives have a fitted effect of over 65% in size
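IDH1-R132H (0.5 ug/mL) preincubated 30 min with compound, then NADPH (0.016 mM) and alpha-KG (2 mM) added; 80 min at RT, pH 7.5. Remaining NADPH coupled via diaphorase/resazurin to fluorescence (540/590 nm); concentration-response curves normalized to no-enzyme control.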
TrxR1 substrate – is turned over as a substrate by rat TrxR1; purified TrxR1 substrate turnover, NADPH consumption readout; Potency, µM (doses to about 114 µM), without a hit: at the highest dose activity change, negative = substrate turnover; 390,000 compounds, 0.01% hits; AID 588456; further: potency means the concentration at half of the fitted maximal effect; on the % scale 0 is the no-effect control and ±100 the full control effect; nearly all actives have a fitted effect of over 50% in size
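Rat TrxR1, dispensed at 90 nM, was prereduced with 400 uM NADPH (final) for 5 min at ~22 deg C, then incubated with compound 15 min before 400 uM selenite. A first-read NADPH fluorescence drop versus no-compound background flagged substrates.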
PGK inhibitor – blocks T. brucei phosphoglycerate kinase. 380,000 compounds, 0.043% hits. AID 602233. Potency, µM (titrated, usually from 57.5 µM), for inactives: at the top dose activity change, negative = inhibition, usual class: inhibitors. PGK/GAPDH coupled, Kinase-Glo luminescence, 60 min. P07378; further: potency means the concentration at half of the fitted maximal effect; on the % scale 0 is the no-effect control and ±100 the full control effect; nearly all actives have a fitted effect of over 60% in size
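Luminescent ATP detection (Kinase-Glo Plus) follows a 60-minute room-temperature incubation, with wells lacking PGK as controls. Buffer: 100 mM TEA (pH 7.6), 5 mM MgCl2, 0.01% Tween-20. Coupling enzyme GAPDH (100 nM final) supplies unstable 1,3-BPG in-well.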
HP1b binding inh – HP1-beta chromodomain-methylated histone interaction inhibition; P83916; Potency, µM (series often up to 114 µM), inactives show at the highest dose activity change, negative = inhibition, actives largely listed as inhibitors; AlphaScreen HP1-beta / biotin-H3K9me3 peptide binding; 390,000 compounds, 0.56% hits; AID 540317; further: potency means the concentration at half of the fitted maximal effect; nearly all actives have a fitted effect of over 70% in size; inactives centre near 23
Target sequence (P83916 whole entry, looked up): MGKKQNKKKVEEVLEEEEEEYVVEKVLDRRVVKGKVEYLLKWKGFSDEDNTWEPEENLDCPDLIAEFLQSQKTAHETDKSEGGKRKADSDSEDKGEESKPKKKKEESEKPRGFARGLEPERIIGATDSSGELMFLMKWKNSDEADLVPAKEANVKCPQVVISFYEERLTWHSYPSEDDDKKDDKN
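AlphaScreen: HP1-beta (50 nM) preformed 30 min with biotin-H3(1-18)K9me3 peptide (50 nM) in PBS pH 7.4, 0.01% Tween-20. Compound added for 30 min at RT, then streptavidin donor/nickel chelate acceptor beads (10 ug/mL) for 30 min.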
Pin1 inh – human Pin1 inhibition. Pin1 FP peptide displacement, HiFluor488, 10 min. Potency, µM (titrated, usually from 115 µM), without a hit: at the highest dose activity, negative = inhibition, usual class: inhibitors. 390,000 compounds, 0.009% hits. AID 504891; active means well fitted inhibition curve with a large enough effect in the polarisation, with a control signal flat, not every such curve was filed as active; inconclusive means small, poorly fitted or top-dose-only effect, or effect the other way, or a change in a side signal; inactive means no such curve, though single readings can be large or run the other way; the % refers to the polarisation; further: potency means the concentration at half of the fitted maximal effect; on the % scale 0 is the no-effect control and ±100 the full control effect
GLS inhibitor – glutaminase GLS (human) inhibition | Potency, µM (series often up to 45.5 µM), without a hit: at the highest dose activity change, negative = inhibition, actives largely listed as inhibitors | AID 624170 | 410,000 compounds, 0.21% hits | GLS enzymatic activity, qHTS titration; further: potency means the concentration at half of the fitted maximal effect; on the % scale 0 is the no-effect control and ±100 the full control effect
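hKGA in 45 mM KH2PO4 (pH 8.2), 0.02% Tween-20 with compound, then 1mM L-Glutamine (stock as added) plus glutamate oxidase/HRP/Amplex red coupling mix. Fluorescence read initially and after 30 min at RT; signal change reflects glutamate formation.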
Active calls of the source: *; i = inactive; ? = inconclusive; / = not tested or not shown; [ ] = dose if it differs, or a comment. Unless noted, the call rests on the fitted dose curve; in most records, active means well fitted curve in the direction sought with a large enough effect; inconclusive means small, poorly fitted or top-dose-only effect, or another doubt; inactive means no such curve, though single readings can be large; an effect the other way counts as inactive or inconclusive. A portion of the library, so the mix of outcomes need not match the whole.

SMILES	USP1 inh	PI4K2A block	rTrxR1 inhibitor	mIDH1 inhibitor	TrxR1 substrate	PGK inhibitor	HP1b binding inh	Pin1 inh	GLS inhibitor
O=C(CN1C(=O)NC2(CCCc3ccccc32)C1=O)NCCc1ccc(F)cc1 (centres undefined)	-13%	2	-13%	-3%	-14%	-4%	23%	7%	-13%
CCC(C)n1cnc2c(c1=O)c1nc3ccccc3nc1n2Cc1ccc(OC)cc1 (centres undefined)	-23%	-2	5%	1%	11%	-6%	39%	-4%	-7%
COCCOc1cc(NC(=O)c2ccccc2)c(Cl)cc1Cl	-14%	4	40%[57.1 µM]	9%	-5%[57.1 µM]	i	65%[activator]	3%	3%
Cc1ccc(CNC(=O)CN2C(=O)NC(C)(c3cccc(Br)c3)C2=O)cc1 (centres undefined)	-10%	1	4%	1%	-9%	0%	43%[activator]	-7%	1%
CC(C)NC(=O)N1CCC(n2nccc2NC(=O)CCOc2ccccc2)CC1	-19%	-2	21%	-6%	1%	i	16%	-9%	2%
O=C(NC(=S)Nc1cccc(C(F)(F)F)c1)c1csnn1	-19%	-4	?	-2%	4%[57.1 µM]	-7%	23%	-9%	4%
Cn1c2ccccc2c2nnc(NN)nc21	?	-5	4%	0%	-3%	3%	47%[activator]	9%	?
CCc1ccc(OCCCCn2c(CCNC(=O)C3CCCCC3)nc3ccccc32)cc1	/	/	-1%	/	3%[0.0914 µM]	/	28%[57 µM]	3%	/
Fc1ccc(-c2cc3nc4c(c(N5CCOCC5)n3n2)CCCC4)cc1	-8%	-1	27%	2%	19%	1%	80%[activator]	-2%	12%
CCOC(=O)c1csc(NC(=O)c2ccc(OCC)cc2)n1	-20%	3	19%[57.1 µM]	0%	8%	-9%	17%	-2%	-12%
COC(=O)c1c(NC(=O)COC(=O)[C@@H](NS(=O)(=O)c2ccccc2)C(C)C)sc2c1CCC2	-14%	-3	-5%	5%	8%	i	17%	28%	0%
CN(Cc1ccc([N+](=O)[O-])cc1)c1ccccc1	1%	-1	-5%[2.29 µM]	14%	-4%[2.29 µM]	-1%	-14%[57 µM]	-18%	34%[activator]
COC(=O)c1cc(NC(=O)Cc2ccccc2[N+](=O)[O-])ccc1Cl	-1%	-7	1%	6%	-2%	i	15%	-4%	5%
COc1ccc(CNC(=O)c2cc(-c3ccc(Br)s3)nc3ccccc23)c(OC)c1	-13%	1	41%[activator]	-15%	28%	1%	?	32%[activator]	5%
CCn1cc(C(=O)NN)c(=O)c2cc(F)c(N3CCOCC3)cc21	-19%	7	13%	-1%	22%	-4%	9%	-14%	-26%
CCOC(=O)C1=C(C)NC(C)=C(C(=O)OCC)C1c1nc2ccccc2[nH]1	-22%	4	-4%	2%	5%	-5%	25%	28%	5%
COc1ccc(-c2cc(C(=O)O)c3ccccc3n2)c(OC)c1	-3%	-7	10%[57.1 µM]	9%	8%[57.1 µM]	i	6%	-5%	2%
COc1ccc([C@H]2CC(=O)C=C(c3ccc(Cl)c(F)c3)C2)cc1	-13%	1	17%[57.1 µM]	-10%	-7%	-4%	58%[activator]	-12%	3%
O=C(Nc1ccc(S(=O)(=O)Nc2ncccn2)cc1)c1ccc(Cl)c([N+](=O)[O-])c1	-19%	2	11%[57.1 µM]	7%	9%[57.1 µM]	i	31%	-6%	0%
NS(=O)(=O)c1cc(Cl)c(NC(=O)COC(=O)c2ccccn2)c(Cl)c1	-24%	1	3%	2%	-1%	-10%	17%	2%	6%
C[C@@]12CCC=C[C@H]1[C@H](c1ccc(F)c(/C=C/c3ccccc3)c1)N(Cc1ccccc1)C2=O	6%	-1	15%	-2%	3%	10%	31%	?	4%
Cc1sc2nc(CN3CCN(S(=O)(=O)c4cccc5nonc45)CC3)[nH]c(=O)c2c1C	0%	7	-25%	7%	-7%	0%	23%	-3%	6%
COc1ccc(C)cc1NC(=O)CSc1ccc(-c2ccco2)nn1	-16%	-6	16µM*	4%	3%	-4%	-22%	?	1%
CCCc1cc(=O)[nH]c(SCC(=O)NCC2COc3ccccc3O2)n1 (centres undefined)	1%	0	-1%	-5%	-2%	14%	33%	-8%	-9%
Oc1ccc(C=NNC(=S)Nc2ccccc2)nc1	-17%	-26	/	11%	/	?	/	/	55%[activator]
CCOc1ccccc1Oc1ccc(C(F)(F)F)cn1	-11%	8	-11%	1%	-16%	-3%	72%[activator]	1%	-2%
CCc1nnc(NC(=O)CSc2nc(C)c3c(c2C#N)CCCC3)s1	-15%	2	35%	-2%	27%	4%	36%[activator]	57%[activator]	4%
COCCCNC(=O)Cn1cc2c(n1)CCC(C)C2 (centres undefined)	-15%	1	20%[57.1 µM]	-4%	11%[57.1 µM]	-5%	35%	6%	-1%
Cc1ccc(NC(=O)CSC2=NN3CCCC(=O)N=C3S2)cc1Cl	?	-11	17%	21%	5%	i	-27%	0%	-20%
Cc1ccccc1-c1nc(S(=O)(=O)c2ccccc2)c(N2CCCC2)o1	-14%	-3	?	-1%	1%	3%	43%[activator]	-2%	17%
CCOc1ccccc1CNC(=O)C1CCN(C(=O)N2CC(C)Oc3ccc(C)cc32)CC1 (centres undefined)	-7%	2	20%[57.1 µM]	-3%	3%[57.1 µM]	4%	21%	-4%	-4%
CC1=C(C(=O)OCc2ccccc2)C(c2cccs2)N2C(=O)CCSC2=N1 (centres undefined)	-8%	-1	13%	3%	-4%	-4%	39%	?	4%
Cc1nnc(SCc2ccc(C(=O)O)cc2)s1	-7%	-6	2%[57.1 µM]	12%	-2%[57.1 µM]	0%	25%	4%	13%
N#CC1=C(N)OC2=C(CC/C2=C\c2ccccc2)C1c1ccccc1 (centres undefined)	?	3	?	5%	11%[57.1 µM]	1%	?	?	?
Cc1nc2ccccc2c(=O)n1NC(=O)C1CCCCC1	?	2	7%	-1%	10%	0%	15%	14%	0%
CCCOc1ccc(/C=C/C(=O)N2CCN(C(=O)c3ccco3)CC2)cc1OC	-13%	-3	/	-3%	/	-3%	/	/	2%
O=C1COc2ccc(C(=O)COC(=O)c3ccc([N+](=O)[O-])cc3Cl)cc2N1	-21%	-2	50µM*	11%	-11%	-2%	-2%	6%	0%
Cc1cc(C)c(C#N)c(SCC(=O)Nc2ccc(S(=O)(=O)Nc3onc(C)c3C)cc2)n1	-19%	-8	4%	-3%	-1%	-5%	47%[activator]	-5%	9%
O=[N+]([O-])c1cccc(-c2ccc(C(=S)N3CCOCC3)o2)c1	-28%	-15	-1%	0%	-9%	i	?	-7%	1%
Cc1cc(S(=O)(=O)N2CCCCC2)ccc1OCC(=O)N1CCCC1	-20%	-3	-1%	8%	-5%	-8%	34%[activator]	-5%	-1%
CNC(=O)CSc1nnc(-c2cccnc2)n1-c1ccc(C)cc1	-8%	0	-3%[57.1 µM]	3%	-6%[57.1 µM]	-6%	4%	1%	6%
COc1ccc(Nc2c3c(nc4ccc(NC(=O)/C=C/c5cc(OC)c(OC)c(OC)c5)cc24)CCCC3)cc1OC	11%	-4	6%	?	-4%	-2%	-20%	12%	6%
CCOC(=O)C1CCN(C(=S)Nc2cccc(C)c2C)CC1	-10%	2	-5%	5%	-4%	?	22%	-1%	10%
CC(=O)NCCc1cc2ccc(C)c(C)c2[nH]c1=O	-4%	1	11%	12%	15%	-9%	63%[activator]	1%	0%
O=C(NCC1CCCO1)c1cccc(Oc2ccc([N+](=O)[O-])cc2)c1 (centres undefined)	-15%	-2	9%	2%	-3%	1%	28%	-5%	-4%
O=C1C2CC=C(Cl)CC2C(=O)N1CNc1ccccn1 (centres undefined)	1%	-5	12%	-3%	2%	0%	41%	9%	12%
Cc1ccc(-c2nonc2NC(=O)c2ccco2)cc1	-16%	3	5%	2%	1%	-9%	23%[57 µM]	21%	-8%
COc1cc(-c2cc3nc(C)c(C)c(=O)n3[nH]2)cc(OC)c1OC	-7%	2	28%	3%	13%	-8%	25%	-1%	31%[activator]
COc1cccc(NC(=O)CN(C)C(=O)/C=C/c2cn(-c3ccccc3)nc2-c2ccc(OC)c(OC)c2)c1	-22%	-6	96%[activator]	-8%	93%[activator]	i	7%	5%	-1%
Cc1c(C(=O)N2CCCCC2)nnn1-c1nonc1N	-9%	-3	1%	0%	0%	-2%	30%	-6%	3%
Cc1ccc(S(=O)(=O)N2CC(=O)N3CCN(CCN)C3C2)cc1 (centres undefined)	-21%	-3	-6%	15%	4%	-4%	92%[activator]	-6%	-2%
Cc1ccc(C(=O)NC(=S)N2CCN(C)CC2)cc1Br	-21%	0	8%	4%	6%	-4%	38%	-7%	16%
COc1ccc(Cl)cc1NC(=O)N(C)Cc1c(C)nn(C)c1C	-4%	10	16%[57.1 µM]	1%	-1%[57.1 µM]	-1%	26%	-4%	-9%

For convenience, some entries already given.
SMILES	USP1 inh	PI4K2A block	rTrxR1 inhibitor	mIDH1 inhibitor	TrxR1 substrate	PGK inhibitor	HP1b binding inh	Pin1 inh	GLS inhibitor
CN(Cc1ccc([N+](=O)[O-])cc1)c1ccccc1	1%	-1	-5%[2.29 µM]	14%	-4%[2.29 µM]	-1%	-14%[57 µM]	-18%	34%[activator]
COC(=O)c1cc(NC(=O)Cc2ccccc2[N+](=O)[O-])ccc1Cl	-1%	-7	1%	6%	-2%	i	15%	-4%	5%
